# BH1578 lux ind: inducers of Vibrio cholerae quorum light production without autoinducers, primary screen, BH1578 luxS cqsA deficient, single point. 350,000 compounds, 0.16% hits. V. cholerae BH1578 lux reporter, luminescence, 6 h. activation, % at 18.7 µM; in the data active = activation mostly above about 9.7%, no sharp cut-off; note: not every result past the cut was called active; inactives centre near 0; reference of the scale not given here
# PrPC surface inh: inhibitors of human cell surface prion protein PrPC, primary screen, cell-based, TR-FRET. 370,000 compounds, 0.43% hits. TR-FRET read-out. AID 720596, 2013. inhibition, % at 13.8 µM. Major prion protein (Homo sapiens), P04156; in the data active = inhibition above about 24%; note: 0% = median of the test wells and 100% = reference compound wells
# SARS 3CLpro inh: SARS-CoV 3CLpro protease inhibitors, primary screen, biochemical, quenched FRET | inhibition, % at 6 µM | AID 1706, 2009 | 290,000 compounds, 0.14% hits | Replicase polyprotein 1ab (Severe acute respiratory syndrome coronavirus), P0C6X7 | recombinant SARS-CoV 3CLpro, quenched FRET peptide cleavage; in the data active = inhibition above about 12%
# Y pestis TopoI: Yersinia pestis topoisomerase I inhibitors, primary screen, biochemical, cleavage product accumulation, plate reader, single point; activity, % at 10 µM; 360,000 compounds, 0.064% hits; Y. pestis Topo-I cleavage product accumulation; AID 504884, 2011; DNA topoisomerase I (Yersinia pestis CO92); in the data active = activity above about 50%, passing the limit was not always enough; note: inactives centre near 2
# PriA SSB inh: inhibitors of Klebsiella pneumoniae PriA binding to SSB C-terminal tail, primary screen, biochemical, AlphaScreen; PriA–SSB C-terminal tail interaction (Klebsiella pneumoniae); inhibition, % at 33 µM; AlphaScreen SSBct-PriA binding, biotinylated peptide; AID 1272365, 2023; 430,000 compounds, 0.6% hits; in the data active = inhibition mostly above about 37%, no sharp cut-off; inactive = mostly below about 20%;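 note: plate controls were negative control peptide for no effect and reference peptide for full effect; strong numbers were not always called active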
# PfHsp40 rescue: rescue of yeast from PfHsp40 toxicity, primary screen, S. cerevisiae, ATP luminescence | S. cerevisiae expressing PfHsp40, growth rescue | growth rescue, % at 12.5 µM | 340,000 compounds, 0.68% hits | AID 504582, 2011; in the data active = growth rescue above about 28%, passing the limit was not always enough;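 note: yeast W303a lacking pdr1 and pdr3 grown in galactose medium; growth measured after three days at 30 °C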
# BoNT A protease: BoNT/A light chain protease inhibitors, primary screen, biochemical, flow cytometry, MLPCN library; 360,000 compounds, 0.17% hits; inhibition, % at 10 µM; AID 588499, 2011; Botulinum neurotoxin type A light chain protease (Clostridium botulinum A str. ATCC 3502); multiplex microsphere protease substrate cleavage; note: plate controls were buffer without enzyme for full effect and enzyme alone for no effect
# Anthrax LF prot: Bacillus anthracis LF protease inhibitors, primary screen, biochemical, multiplex microsphere, MLPCN library; Lethal factor (Bacillus anthracis), P15917; multiplex microsphere protease cleavage assay; inhibition, % at 10 µM; 360,000 compounds, 0.12% hits; note: plate controls were buffer without enzyme for full effect and enzyme alone for no effect
# TcdB inh: TcdB glycohydrolase inhibitors, primary screen, biochemical, single point, plate reader; Toxin B (Clostridioides difficile), P18177; TcdB glycohydrolase enzymatic assay; inhibition, % at 9.99 µM; 350,000 compounds, 0.24% hits; AID 652162, 2013; in the data active = inhibition above about 10%
# Target sequence (P18177 whole entry, looked up): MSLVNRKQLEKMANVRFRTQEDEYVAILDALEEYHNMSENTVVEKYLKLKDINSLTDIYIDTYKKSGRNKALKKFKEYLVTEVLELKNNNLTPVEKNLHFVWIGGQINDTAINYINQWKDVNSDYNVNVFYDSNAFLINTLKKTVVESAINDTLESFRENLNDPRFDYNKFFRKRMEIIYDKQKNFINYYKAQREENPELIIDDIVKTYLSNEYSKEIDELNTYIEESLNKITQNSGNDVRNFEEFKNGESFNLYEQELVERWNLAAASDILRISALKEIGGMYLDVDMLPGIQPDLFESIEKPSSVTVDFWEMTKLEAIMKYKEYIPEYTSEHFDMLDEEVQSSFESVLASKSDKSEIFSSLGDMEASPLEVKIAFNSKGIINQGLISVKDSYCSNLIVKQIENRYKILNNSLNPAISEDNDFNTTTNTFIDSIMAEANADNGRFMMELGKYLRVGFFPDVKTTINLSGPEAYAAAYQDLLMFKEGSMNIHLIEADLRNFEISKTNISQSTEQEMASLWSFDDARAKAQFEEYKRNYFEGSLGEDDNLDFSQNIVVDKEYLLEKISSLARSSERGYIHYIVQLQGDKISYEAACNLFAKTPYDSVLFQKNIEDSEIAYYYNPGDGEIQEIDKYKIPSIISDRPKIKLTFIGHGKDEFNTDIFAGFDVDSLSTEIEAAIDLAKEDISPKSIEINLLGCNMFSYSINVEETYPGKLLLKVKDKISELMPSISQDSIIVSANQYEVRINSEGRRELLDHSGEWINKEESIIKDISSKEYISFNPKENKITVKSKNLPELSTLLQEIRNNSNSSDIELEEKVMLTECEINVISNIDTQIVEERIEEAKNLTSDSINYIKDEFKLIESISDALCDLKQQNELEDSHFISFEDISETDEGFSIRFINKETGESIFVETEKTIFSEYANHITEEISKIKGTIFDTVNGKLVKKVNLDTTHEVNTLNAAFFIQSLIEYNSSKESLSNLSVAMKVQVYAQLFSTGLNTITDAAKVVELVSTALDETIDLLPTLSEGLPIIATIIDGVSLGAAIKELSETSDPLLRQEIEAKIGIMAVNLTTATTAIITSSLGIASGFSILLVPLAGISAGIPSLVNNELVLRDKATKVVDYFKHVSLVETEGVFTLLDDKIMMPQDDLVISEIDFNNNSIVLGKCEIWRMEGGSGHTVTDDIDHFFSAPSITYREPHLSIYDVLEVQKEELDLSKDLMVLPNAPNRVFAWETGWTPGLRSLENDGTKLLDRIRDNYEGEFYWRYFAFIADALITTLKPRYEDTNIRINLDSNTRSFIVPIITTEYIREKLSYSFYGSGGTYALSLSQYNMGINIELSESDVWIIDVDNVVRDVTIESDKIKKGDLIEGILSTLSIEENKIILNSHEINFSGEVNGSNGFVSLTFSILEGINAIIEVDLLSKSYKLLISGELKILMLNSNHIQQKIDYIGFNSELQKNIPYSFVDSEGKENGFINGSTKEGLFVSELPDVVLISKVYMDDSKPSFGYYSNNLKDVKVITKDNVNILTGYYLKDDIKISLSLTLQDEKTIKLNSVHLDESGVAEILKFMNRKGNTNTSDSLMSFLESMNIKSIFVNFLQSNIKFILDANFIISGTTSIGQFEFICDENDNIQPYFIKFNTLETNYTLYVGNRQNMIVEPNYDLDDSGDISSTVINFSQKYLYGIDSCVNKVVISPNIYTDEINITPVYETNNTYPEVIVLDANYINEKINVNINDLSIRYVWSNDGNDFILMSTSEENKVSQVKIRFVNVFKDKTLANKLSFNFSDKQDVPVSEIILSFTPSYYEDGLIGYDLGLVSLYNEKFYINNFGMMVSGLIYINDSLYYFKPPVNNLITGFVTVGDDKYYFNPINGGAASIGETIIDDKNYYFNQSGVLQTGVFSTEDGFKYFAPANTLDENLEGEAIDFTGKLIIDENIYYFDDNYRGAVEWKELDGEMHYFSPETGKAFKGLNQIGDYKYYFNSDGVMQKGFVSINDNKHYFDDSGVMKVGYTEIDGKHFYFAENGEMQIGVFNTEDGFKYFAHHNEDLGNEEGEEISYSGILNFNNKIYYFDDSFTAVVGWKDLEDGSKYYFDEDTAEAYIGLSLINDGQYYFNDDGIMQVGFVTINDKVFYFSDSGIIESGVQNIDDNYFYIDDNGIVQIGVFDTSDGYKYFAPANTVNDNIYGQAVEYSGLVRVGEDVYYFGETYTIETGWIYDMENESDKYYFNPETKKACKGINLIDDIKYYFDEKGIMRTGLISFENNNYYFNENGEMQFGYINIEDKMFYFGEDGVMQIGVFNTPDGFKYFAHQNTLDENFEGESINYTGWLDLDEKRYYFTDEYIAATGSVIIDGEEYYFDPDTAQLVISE
# Starred values were filed as active, the others as inactive; i = inactive; nt = no result given. Cut-off read from the data, not from the text of the source, unless noted: active = inhibition above about 30%; inconclusive = no clear call, values can overlap the other calls; inactive = below that. A portion of the library. The share of hits here may be higher or lower than overall.
no.	Structure	BH1578 lux ind	PrPC surface inh	SARS 3CLpro inh	Y pestis TopoI	PriA SSB inh
1	O=C1NC(=O)C(C(CC(=O)c2ccccc2)c2ccccc2)C(=O)N1 (stereo unspecified)	-0.1	-3	1	1	-7
2	FC(F)(F)c1cccc(NCc2cn3cccnc3n2)c1	-0.3	nt	1	-5	3
3	COc1ccccc1NS(=O)(=O)c1ccc(Cl)c(NC(=O)CN2C(=O)c3ccccc3C2=O)c1	-0.4	-1	4	10	1
4	O=C(NC(=O)c1cccc(Cl)c1)OC[C@@H]1CCCN2CCCCC12 (stereo partly specified)	-0.2	-11	2	-1	-13
5	Cc1[nH]n2c(=O)cc(-c3ccc([N+](=O)[O-])cc3)nc2c1-c1ccccc1	-0.3	-20	-2	-7	30
6	Cc1ccc(S(=O)(=O)NC(C)(C)CSc2ncccn2)cc1	i	4	3	-9	-6
7	CC1CCc2c(sc(NC(=O)c3noc4c3CCCC4)c2C(N)=O)C1 (stereo unspecified)	-0.1	3	nt	-10	-11
8	Cc1nn(CC(=O)Nc2ccc(N(C)C)cc2)c(C)c1[N+](=O)[O-]	i	4	7	-8	9
9	COC(=O)CC(NC(=O)c1ccco1)c1cccc2ccccc12 (stereo unspecified)	i	-8	3	-2	-4
10	CC(=O)Nc1ccc(C(=O)OCc2ccc(Cl)cc2)cc1	-0.2	0	7	-4	-17
11	Cc1cc(C(=O)CCl)c(C)n1-c1cccc([N+](=O)[O-])c1	i	-6	20*	3	-21
12	COc1ccc(Cl)cc1N(CC(=O)Nc1ccc2c(c1)OCO2)S(C)(=O)=O	-0.3	2	-2	-10	-25
13	CC1C(C)N1CC(O)Cn1ccnc1[N+](=O)[O-] (stereo unspecified)	-0.4	-5	1	0	-13
14	CCOC(=O)c1oc2ccccc2c1NC(=O)CN1CCN(C)CC1	i	-8	2	-13	0
15	CC(C)(C)c1ccc(NC(=O)COC(=O)C2CCCC2)cc1	i	-3	nt	30	-21

no.	PfHsp40 rescue	BoNT A protease	Anthrax LF prot	TcdB inh
1	1.1	-0.6	-2	2.4
2	-0.2	-0.8	-1	nt
3	1.4	0.6	2	nt
4	-0.7	-0.1	-4	0.1
5	0.2	-0.9	2	nt
6	-0.9	0.1	-3	1.9
7	-1.0	-0.2	2	0.1
8	-1.3	-1.0	-3	nt
9	0.4	-1.0	-4	nt
10	3.1	-3.7	-5	nt
11	1.2	-1.3	-2	0.9
12	-0.5	-0.5	-5	nt
13	0.7	-2.6	11	-1.5
14	1.3	-0.2	-1	2.0
15	3.4	0.2	-2	1.5

# Other compounds
no.	Structure	BH1578 lux ind	PrPC surface inh	SARS 3CLpro inh	Y pestis TopoI	PriA SSB inh
16	COc1ccc(C(OC(=O)c2ccco2)C(=O)NCc2ccco2)cc1 (stereo unspecified)	1.9	4	3	0	8
17	CCOc1cc(C(=O)N(CC)CC(=O)Nc2c(F)cccc2F)ccc1OCC(=O)N1CCCCC1	-11	-4	nt	-3	-1
18	Cc1ccccc1CNC(=O)c1ccccc1N(C)S(=O)(=O)c1ccccc1	i	10	2	6	0
19	Oc1ccc(-c2nc3cnccn3c2Nc2ccc3c(c2)OCCO3)cc1	-0.2	0	-7	-5	16
20	S=C(NCCN1CCOCC1)Nc1cccc2ccccc12	-0.1	5	2	-3	-2
21	Cc1cc(NC(=O)COC(=O)COc2ccc3c(c2)CCC3)no1	i	1	4	12	-21
22	Cn1c(=O)c2c(n(C)c1=O)=NC1(CCCCC1)N=2	-2.0	-3	5	6	-11
23	O=C(O)c1ccc(COc2cccc(CO)c2)cc1	-0.9	-3	1	-7	-1
24	CCOc1cc(/C=C(\C#N)C(=O)Nc2ccc(S(N)(=O)=O)cc2)ccc1OCCN1CCOCC1	i	-7	2	-14	-9
25	Cc1ccc(CN2C(=O)c3ccccc3C2c2nnnn2-c2ccc3c(c2)OCCO3)cc1 (stereo unspecified)	nt	5	nt	nt	nt
26	Cc1noc(C)c1COc1ccc(C(=O)Nc2nnc(CC(C)C)s2)cc1	i	-1	nt	7	1
27	COc1cc(OC)c2c(c1)S(=O)(=O)C(c1ccccc1)=C2N	-0.7	-15	5	-1	-14
28	COc1cc(C2C(C#N)=C(C)NC3=C2C(=O)c2ccccc23)cc(OC)c1OC (stereo unspecified)	-8.3	8	3	-3	-2
29	O=C(NCc1ccc(C(F)(F)F)cc1)c1cccc2c(-c3cccnc3)coc12	0.4	6	nt	-2	nt
30	Cc1ccc(C(=O)NN2CCOCC2)cc1[N+](=O)[O-]	i	-1	0	1	11

no.	PfHsp40 rescue	BoNT A protease	Anthrax LF prot	TcdB inh
16	1.0	-0.7	2	nt
17	0.2	3.3	0	-0.8
18	0.5	-1.1	-12	1.2
19	-0.4	-0.9	1	20*
20	-0.8	0.2	2	nt
21	0.2	-1.2	1	nt
22	-0.6	0.8	0	nt
23	-2.2	-0.2	-1	-0.3
24	-0.7	1.5	-3	0.4
25	nt	0.6	-1	1.2
26	0.7	0.2	-5	0.7
27	-1.0	0.3	-6	4.1
28	-0.7	-0.1	-2	0.4
29	nt	-0.3	1	0.4
30	-1.5	-0.6	0	0.6

# Other entries.
no.	Structure	BH1578 lux ind	PrPC surface inh	SARS 3CLpro inh	Y pestis TopoI	PriA SSB inh
31	CC(=O)N1[C@@H]2CC3C4CC=C5C[C@@H](O)CC[C@]5(C)C4CC[C@]3(C)[C@@]21C(C)=O (stereo partly specified)	i	5	0	-1	2
32	CCc1ccccc1NC(=S)N(CCCN1CCN(C)CC1)Cc1cccs1	6.5	-5	2	-10	-6
33	COc1cc(/C=C2\SC(c3ccccc3)=NC2=O)cc(Cl)c1O	-0.2	-1	3	-21	21
34	CCOC(=O)C1=C(N)OC2=C(C(=O)CCC2)C1c1ccc2c(c1)OCO2 (stereo unspecified)	-0.4	-3	nt	-6	7
35	CC(C)Cc1nc(N2CCCCC2)c(C#N)c2c1CCC2	-10	-2	-3	24	-23
36	CC1CN(CCc2ccccc2)CC(C)O1 (stereo unspecified)	i	2	6	1	-11
37	O=[N+]([O-])c1cccc(-c2c(-c3ccccc3)ncc3cc(F)ccc23)c1	1.2	-6	nt	7	17
38	Cc1ccc(OCC(=O)NCc2ccccc2)c([N+](=O)[O-])n1	0.2	-15	-2	2	6
39	CC(=O)N(CCCNC(=O)c1ccccc1)C(=O)c1ccccc1	-2.2	3	nt	8	-4
40	COC(=O)c1ccc(C)c(NC(=O)Cn2c(C)csc2=O)c1	i	3	nt	1	-1
41	O=C(c1ccc(CS(=O)Cc2ccc(Cl)cc2)o1)N1CCN(C2CCCCC2)CC1 (stereo unspecified)	i	-1	nt	29	nt
42	O=C(CN1CCN(C(=O)c2ccccc2)CC1)Nc1ncc(Br)cc1Br	-0.9	-1	-6	9	-16
43	Cc1cccc(C)c1NC(=O)CN(C)C(C)C(=O)Nc1ccccc1-c1ccccc1 (stereo unspecified)	-0.9	17	4	0	3
44	COc1ccc(CCNC(=O)c2cc3cc(F)ccc3nc2C)cc1OC	-0.5	3	nt	-6	-4
45	Cn1cccc1Cc1nnc(SCC(=O)Nc2ccccc2F)n1CCc1ccccc1	-0.4	-1	3	27	12

no.	PfHsp40 rescue	BoNT A protease	Anthrax LF prot	TcdB inh
31	-0.2	0.3	0	nt
32	-0.8	-0.1	-3	2.2
33	5.8	2.8	0	-1.8
34	-1.2	1.1	-2	1.7
35	-0.9	-0.7	-2	nt
36	-2.1	2.6	-5	nt
37	-0.3	0.0	-1	0.5
38	1.4	-1.2	-2	0.8
39	-0.8	0.1	1	-7.2
40	0.6	-0.2	-1	3.5
41	nt	0.0	5	0.6
42	-1.2	0.2	0	nt
43	0.9	-0.3	4	-0.5
44	0.8	0.6	10	-0.3
45	0.8	-1.0	-11	-0.3

# The listing continues.
no.	Structure	BH1578 lux ind	PrPC surface inh	SARS 3CLpro inh	Y pestis TopoI	PriA SSB inh
46	COc1cccc(CNC(=O)CCC2CCCN(C(=O)c3cc(C)[nH]n3)C2)c1 (stereo unspecified)	2.0	-5	-4	0	5
47	O=C(CNCC1CCCCC1)Nc1cccc(S(=O)(=O)N2CCOCC2)c1	-0.4	-3	0	-13	-6
48	Cc1ccc(Sc2ccc(C(=O)N(C)C)cc2[N+](=O)[O-])cc1	i	-33	0	25	9
49	CCc1ccc(NC(=O)COn2nnc3ccc(S(=O)(=O)N(C)C)cc32)cc1	i	9	5	7	4
50	O=C(Nc1ccc(Oc2cccc(C(F)(F)F)c2)nc1)c1cccs1	-0.5	4	7	-10	-13
51	CCN1CCN(C(CNC(=O)c2ccc3c(c2)OCO3)c2cccnc2)CC1 (stereo unspecified)	i	-7	-3	-1	-7
52	CCC(CO)Oc1cc(NCc2ccc(Cl)cc2Cl)c2ncn(C(C)C)c2c1 (stereo unspecified)	-2.8	14	nt	31	39*
53	CN(C)S(=O)(=O)c1cccc(-c2nnc3n2CCCCC3)c1	i	-11	1	5	-2
54	CCOc1cc(C2CC(=O)Nc3cc(C)c(C)cc32)ccc1O (stereo unspecified)	i	3	1	-3	7
55	Nc1cc(-c2ccccc2)nn1S(=O)(=O)c1ccc(F)cc1	-0.2	11	3	1	-14
56	O=C(NCCn1cc(SCc2ccccc2)c2ccccc21)c1ccccc1F	-0.2	1	1	50*	-6
57	COc1ccc2nc(NC(=O)CN(C)S(=O)(=O)c3cccs3)sc2c1	0.3	11	4	0	-13
58	COc1ccc(NC(=O)NNC(=O)c2ccc3ccccc3c2)cc1OC	0.5	-6	0	-10	7
59	O=[N+]([O-])c1c(NCCO)cc(N2CCN(Cc3ccc4c(c3)OCO4)CC2)c2nonc12	i	-14	7	-3	-5

no.	PfHsp40 rescue	BoNT A protease	Anthrax LF prot	TcdB inh
46	1.3	0.6	-1	0.0
47	0.3	-0.1	-2	0.2
48	0.9	0.1	-7	3.3
49	0.2	-0.2	-1	nt
50	-0.7	-1.1	-6	-1.0
51	0.1	0.3	-1	2.0
52	0.0	-0.8	-14	0.2
53	-0.9	-0.3	2	-0.1
54	0.9	0.0	5	nt
55	0.8	-0.3	-8	0.2
56	0.3	-0.7	-13	1.9
57	0.3	-1.1	-6	nt
58	-0.8	nt	nt	1.7
59	-0.2	0.1	0	0.9

# Complete entries, looked up by structure.
# Shown for CN(C)S(=O)(=O)c1cccc(-c2nnc3n2CCCCC3)c1 → BH1578 lux ind: i; PrPC surface inh: -11; SARS 3CLpro inh: 1; Y pestis TopoI: 5; PriA SSB inh: -2; PfHsp40 rescue: -0.9; BoNT A protease: -0.3; Anthrax LF prot: 2; TcdB inh: -0.1
# Shown for O=C(NCCn1cc(SCc2ccccc2)c2ccccc21)c1ccccc1F → BH1578 lux ind: -0.2; PrPC surface inh: 1; SARS 3CLpro inh: 1; Y pestis TopoI: 50*; PriA SSB inh: -6; PfHsp40 rescue: 0.3; BoNT A protease: -0.7; Anthrax LF prot: -13; TcdB inh: 1.9
# Shown for CCN1CCN(C(CNC(=O)c2ccc3c(c2)OCO3)c2cccnc2)CC1 (stereo unspecified) → BH1578 lux ind: i; PrPC surface inh: -7; SARS 3CLpro inh: -3; Y pestis TopoI: -1; PriA SSB inh: -7; PfHsp40 rescue: 0.1; BoNT A protease: 0.3; Anthrax LF prot: -1; TcdB inh: 2.0
